uPA surface inh – cell surface uPA generation inhibition | cell surface uPA generation assay, qHTS | Potency, µM (doses to about 38.3 µM), for inactives: at the top dose activity change, negative = inhibition, usual class: inhibitors | 330,000 tested, 0.31% active | AID 540303; active = well fitted inhibition curve with a large enough effect; inconclusive = small, poorly fitted or top-dose-only effect; inactive = no such curve, though single readings can be large or run the other way; tested in mouse RAW 264.7 cells; note: % is set by controls: 0 for no effect and ±100 for the full control effect; nearly all actives have a fitted effect of over 55% in size
p53 reactivator – re-activators of mutant p53 | H1299 p53-A138V BP100-luciferase reporter, luminescence, 24 h | Potency, µM (highest dose often 92.2 µM), inactives show top-dose activity change, positive = activation, hits mostly activators | 320,000 tested, 0.063% active | AID 504706; note: % of control where 0% means no effect; nearly all actives have a fitted effect of over 45% in size
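p53-null H1299 cells stably carrying temperature-sensitive p53-A138V and a BP100-luciferase reporter were pinned with compounds (4-point, 1:5 series) and held 24 hrs at 37 deg C. Luminescence was read 10 min after detection reagent.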
Rab9 promoter act – activates the Rab9 promoter | Huh7 Rab9 promoter-luciferase reporter, luminescence, 24 h | Potency, µM (top dose mostly 9.22 µM), for inactives: at the highest dose activation, negative = inhibition, usual class: activators | 320,000 tested, 2.8% active | AID 485297; note: % of control where 0% means no effect; nearly all actives have a fitted effect of over 60% in size
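Measured in stably transfected Huh7 cells bearing a Rab9 promoter–luciferase construct: 24 h compound treatment at 37 °C, followed by luminescence detection.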
VP16 counter – counter-screen for ROR gamma inhibitors: Gal4-VP16 reporter | Potency, µM (doses to about 53.6 µM), for the others: at the highest dose activity, negative = inhibition, usual class: inhibitors | Drosophila S2 Gal4-VP16 UAS-luciferase, luminescence, 20 h | 310,000 tested, 3.5% active;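 note: Gal4-VP16 expression switched on by copper sulfate through the metallothionein promoter; % is set by controls: 0 for no effect and ±100 for the full control effect; nearly all actives have a fitted effect of over 50% in size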
MBNL1-CUG inh – MBNL1-poly(CUG) RNA binding inhibition. Q9NR56. TR-FRET MBNL1-His/biotin-(CUG)12 binding, 665/545 ratio. Potency, µM (titrated, usually from 57.5 µM), inactives show top-dose activity change, negative = inhibition, most hits filed as inhibitors. 280,000 tested, 0.036% active. AID 2675; active = well fitted inhibition curve with a large enough effect in the signal ratio, with a control signal flat, not every such curve was filed as active; inconclusive = small, poorly fitted or top-dose-only effect, or effect the other way, or a change in a side signal; inactive = no such curve, though single readings can be large or run the other way; the % refers to the signal ratio; note: % is set by controls: 0 for no effect and ±100 for the full control effect
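TR-FRET between His-tagged MBNL1 and biotin-(CUG)12 RNA, detected with Tb anti-His antibody (0.055 ng/ul) and streptavidin-XL665 (5 nM), 60 min at room temperature. Compounds titrated 92 nM to 58 uM; 665/545 nm ratio normalized to buffer and complex controls.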
FLuc counter – inhibits or activates purified firefly luciferase, miR-21 counter-screen; 360,000 tested, 6.9% active; purified FLuc, Km substrates, luminescence inhibition; Potency, µM (series often up to 57.5 µM), for the others: at the highest dose activity change, negative = inhibition, usual class: inhibitors;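 note: plate controls were vehicle for no effect and reference inhibitor for full effect; nearly all actives have a fitted effect of over 55% in size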
Target sequence (P08659 whole entry, looked up): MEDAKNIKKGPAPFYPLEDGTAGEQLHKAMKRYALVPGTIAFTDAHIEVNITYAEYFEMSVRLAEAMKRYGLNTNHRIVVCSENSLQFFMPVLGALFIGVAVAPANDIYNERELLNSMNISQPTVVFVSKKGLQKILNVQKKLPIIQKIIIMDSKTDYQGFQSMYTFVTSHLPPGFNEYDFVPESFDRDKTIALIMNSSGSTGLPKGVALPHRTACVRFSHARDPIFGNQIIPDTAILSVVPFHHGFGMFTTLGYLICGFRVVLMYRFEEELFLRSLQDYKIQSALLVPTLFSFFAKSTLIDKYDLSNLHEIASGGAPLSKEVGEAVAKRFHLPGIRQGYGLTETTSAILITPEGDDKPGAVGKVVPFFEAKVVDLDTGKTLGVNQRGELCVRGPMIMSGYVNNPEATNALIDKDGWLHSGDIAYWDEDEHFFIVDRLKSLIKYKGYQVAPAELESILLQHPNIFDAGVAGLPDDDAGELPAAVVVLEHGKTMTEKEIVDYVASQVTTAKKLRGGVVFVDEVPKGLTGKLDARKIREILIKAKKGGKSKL
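Purified P. pyralis luciferase, 10 nM final, with Km-level 10 uM D-luciferin and 10 uM ATP in 50 mM Tris acetate pH 7.5, 10 mM Mg acetate, 0.01% Tween-20, 0.05% BSA; 6-point qHTS titration about 60 µM downward; luminescence read.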
ELG1 genotoxic – inducers of genotoxicity in HEK293T ELG1-luciferase cells. HEK293T ELG1-luciferase reporter, luminescence, 16 h. Potency, µM (highest dose often 46 µM), for inactives: at the top dose activity change, positive = activation, actives largely listed as activators. 330,000 tested, 1.3% active; note: % of control where 0% means no effect; nearly all actives have a fitted effect of over 60% in size
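After overnight (16 hr) compound treatment at 37 °C, ELG1-luciferase HEK293T cells were lysed with ONE-Glo; luminescence quantified 30 min later at room temperature.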
NPC1 promoter act – activators of NPC1 promoter | Huh7 NPC1 promoter luciferase reporter, 24 h | Potency, µM (doses to about 9.22 µM), without a hit: at the top dose activation, most hits filed as activators | 320,000 tested, 2.4% active;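 note: % of control where 0% means no effect; nearly all actives have a fitted effect of over 60% in size; reporter is driven by a mutant NPC1 promoter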
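Luminescence read-out of NPC1 promoter-driven luciferase in stably transfected Huh7 cells; compounds delivered in DMSO and left 24 h at 37C, 5% CO2, qHTS titration format.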
BRCA1 expr act – activators of BRCA1 expression; AID 624202; 380,000 tested, 1.1% active; MCF7-BRCA1-FFLuc reporter, luminescence, 48 h; response scale: scaled: vehicle 0%, 10 µM genistein 100%; Potency, µM (top dose mostly 46.1 µM), for the others: top-dose activation, most hits filed as activators; note: nearly all actives have a fitted effect of over 80% in size; some results filed as inactive show a strong effect at the top dose
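Compounds are tested at multiple concentrations on MCF7 BRCA1-luciferase reporter cells seeded at 2000 per well; after 48 h, a single luminescence end-point is taken and curves fitted to the normalized data.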
RORg inh – ROR gamma (mouse) transcription inhibition; 310,000 tested, 5.4% active; Potency, µM (top dose mostly 53.6 µM), without a hit: at the top dose activity change, negative = inhibition, usual class: inhibitors; Drosophila S2 Gal4-RORgamma UAS-luciferase reporter, 20 h; P51450; note: % is set by controls: 0 for no effect and ±100 for the full control effect; nearly all actives have a fitted effect of over 60% in size
Target sequence (P51450 whole entry, looked up, the tested form may be a part): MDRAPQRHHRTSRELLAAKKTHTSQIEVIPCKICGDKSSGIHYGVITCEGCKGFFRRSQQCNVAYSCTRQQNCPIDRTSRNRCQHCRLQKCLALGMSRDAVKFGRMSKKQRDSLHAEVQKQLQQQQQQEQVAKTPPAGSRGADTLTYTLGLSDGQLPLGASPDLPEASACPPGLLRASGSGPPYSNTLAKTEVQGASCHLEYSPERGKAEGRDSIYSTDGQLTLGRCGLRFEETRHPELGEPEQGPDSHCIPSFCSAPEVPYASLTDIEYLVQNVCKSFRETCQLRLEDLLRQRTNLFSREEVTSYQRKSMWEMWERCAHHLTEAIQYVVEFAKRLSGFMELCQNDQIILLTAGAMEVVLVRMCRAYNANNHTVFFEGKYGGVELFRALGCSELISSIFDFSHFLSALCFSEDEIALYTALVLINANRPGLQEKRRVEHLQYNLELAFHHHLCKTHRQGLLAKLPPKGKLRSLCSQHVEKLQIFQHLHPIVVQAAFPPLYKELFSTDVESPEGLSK
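ROR gamma transcriptional activity was tracked as Gal4-UAS luciferase output in stably transfected Drosophila Schneider cells, with compound added 1 hr before 700 uM copper sulfate induction and a 20 hr ambient-temperature incubation.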
* hit, by the source's call; ? = inconclusive; . = not tested or not shown; & = joins results of further samples; [ ] = remark or other dose. Unless noted, calls come from the whole dose curve; as a rule, active = well fitted curve in the direction sought with a large enough effect; inconclusive = small, poorly fitted or top-dose-only effect, or another doubt; inactive = no such curve, though single readings can be large; an effect the other way counts as inactive or inconclusive. Potency is the fitted concentration of half-maximal effect.

| SMILES | uPA surface inh | p53 reactivator | Rab9 promoter act | VP16 counter | MBNL1-CUG inh | FLuc counter | ELG1 genotoxic | NPC1 promoter act | BRCA1 expr act | RORg inh |
| --- | --- | --- | --- | --- | --- | --- | --- | --- | --- | --- |
| CC(=O)[C@@H]1[C@@H](C(=O)c2ccc(C)cc2)[C@]2(C(=O)Nc3ccccc32)[C@H]2C=Cc3cc(F)ccc3N12 | -6% | -6% | ? | ? | 27% | ? | -8% | -4% | -42% | ? |
| CCc1cccc(OCCCCNCCOC)c1 | -2% | -4% | 0% | -8% | -5% | 1% | -3% | 4% | -6% | -3% |
| CCCCN1CC(=O)N2[C@H]3c4ccc(OC)cc4OC[C@@H]3[C@H](c3ccccc3)[C@]2(C)C1=O | -1% | -5% | 2% | . | . | -1% | 0% | 1% | -31% | . |
| COc1ccccc1C1CC(=O)Oc2cc(C)c(Cl)c(C)c21 (stereo not given) | -14% | 1% | . | 6% | . | . | -2% | . | 5% | -17% |
| O=C(NNC(=O)C1C2C=CC(C2)C1C(=O)O)c1ccccc1O (stereo not given) | -2% | 5% | 1% | 10% | 2% | ? | 3% | -1% | -20% | -13% |
| CCCN(CC(=O)Nc1ccccc1C)C(=O)C1CC(=O)N(c2ccccc2C(C)CC)C1 (stereo not given) | -6% | 10% | -2% | . | . | 0% | 0% | -7% | 2% | . |
| NNC(=O)CN1C(=O)Nc2ccc(Br)cc2C1c1ccccc1 (stereo not given) | -2% | -12% | -2% | -21% | -24% | -13% | -3% | 2% | -1% | 35% |
| CC(=O)Nc1ccc(OC(=O)c2cc3cc(Br)cc(Br)c3oc2=O)cc1 | . | -1% | -3% | -2% | . | 1% | 13% | 0% | . | -5% |
| Cc1cc(NC(=O)CSc2nnc(Cc3ccccc3)o2)no1 | 2% | 5% | -1% | 11% | -1% | -1% | -1% | 0% | 26% | -22% |
| COc1ccc(N2C(=O)C(Cl)=C(Oc3cccc(OC)c3)C2=O)cc1 | -9% | -8% | -32%[inhibitor] | ? | 11% | ? | 8% | -23% | -85% | 11µM* |

As entered above:
Entry for CCCCN1CC(=O)N2[C@H]3c4ccc(OC)cc4OC[C@@H]3[C@H](c3ccccc3)[C@]2(C)C1=O in uPA surface inh: -1%
Entry for Cc1cc(NC(=O)CSc2nnc(Cc3ccccc3)o2)no1 in RORg inh: -22%

Going on with the list.
| SMILES | uPA surface inh | p53 reactivator | Rab9 promoter act | VP16 counter | MBNL1-CUG inh | FLuc counter | ELG1 genotoxic | NPC1 promoter act | BRCA1 expr act | RORg inh |
| --- | --- | --- | --- | --- | --- | --- | --- | --- | --- | --- |
| Cc1ccccc1C(=O)Nc1ccc(Br)c(C)n1 | -8% | ? | ? | 12% | -6% | 24µM* | 12µM* | ? | ? | ? |
| CC(=O)Oc1ccc(/C(C)=N/N2CCN(Cc3ccc(C)cc3)CC2)cc1 | -3% | . | -1% | -2% | 2% | 1% | -3% | -1% | -15% | -2% |
| CCN(CC)S(=O)(=O)c1ccc(N2CCOCC2)c(NC(=O)CC2OC(=O)c3ccccc32)c1 (stereo not given) | -8% | 1% | -4% | . | . | 5% | -1% | 0% | -11% | . |
| O=c1oc(-c2cccc(Cl)c2)nc2c1cnn2-c1ccccc1 | -4% | -2% | -5% | 4% | 3% | 2% | -2% | 1% | -2% | -12% |
| O=[N+]([O-])c1ccccc1/C=C/CN1CCSCC1 | 3% | -3% | -2% | 1% | 19% | 3% | 1% | 1% | 20% | 5% |
| O=S(=O)(CCNCc1cccs1)c1ccc(Cl)cc1 | -1% | 2% | -3% | -1% | -14% | -1% | 0% | -5% | 3% | 8% |
| COc1ccc(C2NC(=O)c3ccccc3O2)c(OC)c1OC (stereo not given) | . | -1% | 1% | 2% | 1% | 0% | 1% | 0% | 3% | 21% |
| CCOC(=O)C1(S(=O)(=O)c2ccccc2)CCN(Cc2ccc(Cl)cc2)CC1 | 1% | 17% | -6% | ? | 4% | 0% | -6% | 2% | -40% | 20% |
| CCN(CC(=O)NCc1cccs1)C(=O)c1cccc(S(=O)(=O)Nc2cccc(C)c2)c1 | -27% | 0% | 13% | . | . | 3% | 1% | -5% | -16% | . |
| COc1ccc(-n2c(Cc3cccn3C)nnc2SCC(=O)Nc2nc(C)cs2)cc1 | 13% | 6% | 2% | 9% | -4% | -1% | 0% | 0% | -16% | 40% |
| COc1cc2cc(CCOC(=O)c3ccc(C#N)cc3)oc(=O)c2cc1OC | -10% | 2% | -3% | . | . | 6% | 3% | 1% | -4% | . |
| Cc1cccc(-c2nc(CN3CCCC(C(=O)NC4CCC(C)CC4)C3)c(C)o2)c1 (stereo not given) | 2% | -2% | 0% | -9% | -2% | -4% | -11% | 1% | -84%[inhibitor] | -30% |
| Oc1[nH]c2ccccc2c1N=NC(=S)N1CCOCC1 | ? | 12% | -30% | 2.8µM* | . | ? | 8% | -20% | -70% | 0.1µM* |
| CC(C)CC(NC(=O)C1CCC(C)CC1)C(=O)Nc1ccccn1 (stereo not given) | -3% | 15% | ? | 5% | -3% | ? | 29% | 23% | 21% | 1%[10 µM] |
| CCOC(=O)c1[nH]c2ccccc2c1NC(=O)CC(C)(C)C | -2% | 5% | 0% | 0% | 22% | 2% | -1% | 5% | -18% | 22% |
| CC(C)CCn1c(=O)c2ccccc2n2c(CCl)nnc12 | -7% | -11% | -3% | -7% | -6% | 0% | 8% | -14% | -10% | ? |
| COc1ccc(/C=C/C(=O)NC(=S)N2CCSCC2)cc1 | 1% | 11% | 15% | 13µM* | . | ? | 1% | 1% | 37% | 3.5µM* |
| CC1CCCN(C(=O)Cn2nnc(-c3ccccc3F)n2)C1 (stereo not given) | 5% | . | ? | 5% | -11% | -15% | ? | ? | ? | -6% |
| NC(=O)C[n+]1cccc2ccccc21 | 8% | 3% | -9% | 0% | ? | 0% | 0% | -7% | 17% | 2% |
| CN(C)CCCN(C(=O)c1ccc(S(=O)(=O)N2CCc3ccccc32)cc1)c1nc2ccc(F)cc2s1 | -3% | ? | 3% | -23% | -4% | -1% | 6% | 2% | 2% | -42% |
| O=C(NCc1ccco1)c1cnc2n(c1=O)CCS2 | . | -1% | 2% | 1% | 3% | 2% | -1% | 0% | 15% | -5% |
| O=C(c1cccc(N2C(=O)C3C4C=CC(C4)C3C2=O)c1)N1CCCc2ccccc21 (stereo not given) | 8% | 1% | -1% | 4% | . | -11% | 0% | -1% | -32% | 9% |
| CC(C)(C)c1ccc(-c2noc(CCC(=O)NCC3CCCO3)n2)cc1 (stereo not given) | . | ? | -20% | 10µM* | 9% | 1.9µM* | 14% | -15% | -91% | 1µM* |
| Cc1cccc(NC(=O)Nc2ccc(Oc3c(F)c(F)c(F)c(F)c3F)cc2)c1 | 14% | -1% | 4% | ? | -1% | 0% | 2% | 0% | -22% | ? |
| CCCN(C(=O)C1CC(=O)N(c2ccccc2C(C)CC)C1)C1CCS(=O)(=O)C1 (stereo not given) | 4% | 4% | 2% | . | . | -1% | 0% | -6% | 1% | . |
| CC(=O)c1cccc(NC(=O)N2CCCC2C(=O)NCc2ccc3c(c2)OCO3)c1 (stereo not given) | 0% | 0% | -2% | -2% | -7% | 0% | 5% | -6% | 0% | -1% |
| CC(C)(C)Nc1c([N+](=O)[O-])c(=O)sc2ccccc12 | -3% | -2% | 0% | -8% | 3% | ? | 13% | -1% | 6% | ? |
| O=C(Cc1ccc(Cl)cc1)NNc1c(F)c(F)cc(F)c1F | -2% | -8% | 0% | -3% | -9% | -1% | -1% | 1% | -5% | ? |
| O=C(N=C1SC2CS(=O)(=O)CC2N1Cc1ccc(F)cc1)C1CCCO1 (stereo not given) | -1% | -4% | 1% | 1% | 1% | -1% | 0% | -1% | -8% | 9% |
| COc1ccccc1C(=O)Oc1cc(N)n(S(=O)(=O)c2ccccc2)n1 | -5% | -2% | -2% | 2% | 3% | -11% | -1% | 2% | -10% | -9% |
| OC(CNC1Cc2ccccc2C1)COc1ccc(Cl)cc1 (stereo not given) | 14% | -3% | -1% | -14% | -9% | 5% | -5% | 3% | -1% | -21% |
| O=C(CSCCSCC(=O)c1ccco1)c1ccco1 | . | 19% | 1% | . | -2% | -16% | -2% | -1% | . | 6%[0.365 µM] |
| COc1ccc(-c2ccccc2)cc1NCc1ccc(OC)c(OC)c1 | 3% | 1% | 2% | -6% | -1% | -9% | 0% | 1% | 28% | 35% |
| CC(=O)Nc1cccc(NC(=O)C2CC3CCC2C3)c1 (stereo not given) | 1% | -1% | 4% | -1% | 0% | 0%[2.3 µM] | 1% | -2% | 0% | 1% |
| O=C(CC12CC3CC(CC(C3)C1)C2)Nc1ccc2c(c1)COC2=O | -3% | -15% | -7% | 1% | 3% | 0% | -1% | -3% | -30% | -20% |
| CCC1=C(OC(=O)N(CC)CC)N2C(=O)OC(=NCC3CC3)[C@]2(C)[C@H]2C1=CC[C@H]1C(=O)N(CC)C(=O)[C@H]12 | 17% | -4% | -2% | 0%&-1% | 0% | 2% | 5% | -1% | 14% | 0%&-4% |
| COc1ccc(C(=O)N2CCC(n3nccc3NC(=O)C3CC3)CC2)c(OC)c1OC | 1% | 11% | -1% | -2% | -9% | -8% | 5% | -2% | 4% | 1% |
| COc1cccc(OCc2nnc(SCC(=O)OC3CCCCC3)n2C)c1 | 1% | 14% | 0% | ? | -7% | 2% | 0% | -1% | 1% | 2% |
| O=C(COC(=O)c1ccc(F)cc1F)Nc1cccc(S(=O)(=O)N2CCOCC2)c1 | -1% | -1% | 2% | . | . | 2% | 4% | -2% | 20% | . |

High-throughput results deposited in PubChem by National Center for Advancing Translational Sciences (NCATS).
